# PLK1 PBD block: qHTS for Inhibitors of PLK1-PDB (polo-like kinase 1 - polo-box domain): Primary Screen. Serine/threonine-protein kinase PLK1 (Homo sapiens), P53350. Plk1 PBD binding of FITC phosphopeptide, fluorescence polarization. Potency, µM, inactives show max response, negative = inhibition, usual class: inhibitors. hit rate 2.8% among 360,000. AID 720504, 2013; further: potency means the concentration at half of the fitted maximal effect; series mostly up to about 57 µM; on the % scale 0 is the no-effect control and ±100 the full control effect; nearly all actives have a fitted effect of over 65% in size
# Target sequence (P53350 whole entry, looked up, the tested form may be a part): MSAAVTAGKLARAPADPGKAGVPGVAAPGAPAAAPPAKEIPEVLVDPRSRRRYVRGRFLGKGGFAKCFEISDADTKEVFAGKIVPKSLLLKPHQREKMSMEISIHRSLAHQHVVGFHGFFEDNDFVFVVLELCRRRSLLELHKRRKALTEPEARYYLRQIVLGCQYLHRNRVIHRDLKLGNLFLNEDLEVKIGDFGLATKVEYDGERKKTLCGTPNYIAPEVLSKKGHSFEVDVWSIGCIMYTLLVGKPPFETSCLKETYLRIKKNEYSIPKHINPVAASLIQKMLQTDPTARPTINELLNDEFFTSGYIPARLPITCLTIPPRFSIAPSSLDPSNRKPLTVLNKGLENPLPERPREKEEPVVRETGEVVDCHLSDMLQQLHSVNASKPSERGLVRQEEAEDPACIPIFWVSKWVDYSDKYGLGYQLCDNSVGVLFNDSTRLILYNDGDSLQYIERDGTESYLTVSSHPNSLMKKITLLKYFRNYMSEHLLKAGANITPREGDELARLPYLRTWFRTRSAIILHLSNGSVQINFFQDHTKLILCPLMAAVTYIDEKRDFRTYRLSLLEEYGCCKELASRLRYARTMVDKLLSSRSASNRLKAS
# EPAC1 antagonist: qHTS for Antagonist of cAMP-regulated guanine nucleotide exchange factor 3 (EPAC1): primary screen | Rap guanine nucleotide exchange factor 3 (Homo sapiens), O95398 | EPAC1 GEF assay, Rap1b-BODIPY-GDP exchange fluorescence | Potency, µM (series often up to 115 µM), without a hit: top-dose activity change, negative = inhibition, actives largely listed as inhibitors | hit rate 0.14% among 360,000 | AID 720709, 2013;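 further: potency means the concentration at half of the fitted maximal effect; plate controls were vehicle for no effect and positive control for full effect; nearly all actives have a fitted effect of over 50% in size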
# EPAC2 agonist: qHTS for Agonist of cAMP-regulated guanine nucleotide exchange factor 4 (EPAC2): primary screen; Rap guanine nucleotide exchange factor 4 (Homo sapiens), Q8WZA2; EPAC2 activation, biochemical qHTS; response scale: 100% = 6.5 mM cAMP response; Potency, µM (highest dose often 154 µM), inactives show top-dose activation, actives largely listed as activators; hit rate 0.079% among 360,000; further: potency means the concentration at half of the fitted maximal effect; nearly all actives have a fitted effect of over 50% in size
#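 Compounds were titrated in qHTS against a Rap1B-BODIPY-GDP (250 nM) complex with EPAC2 (100 nM) and GDP (50 uM). BODIPY-GDP release tracked at 480/540 nm over 30 min at room temperature, normalized to 6.5 mM cAMP.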
# IL2 activator: qHTS of IL-2 Activators; IL-2 activation reporter assay, cell-based qHTS; stimulated with anti-CD3/CD4/CD28 beads; in transgenic mouse T cells; activation, % (series mostly up to about 46 µM); hit rate 0.065% among 360,000; AID 652025, 2013; in the data active means activation above about 50%; inconclusive means mostly about 30% to 49%; further: 0% is about no effect
#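 Unstimulated transgenic mouse T cells, 750 per well, received compound and, after 60 minutes, anti-CD3/anti-CD4 bead plus anti-CD28 stimulation. EGFP and DsRed were quantified after 18 hours.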
# CCT modulator: High-Throughput Screening for Modulators of Cytosolic Chaperonin Activity; AID 651819, 2012; purified chaperonin ATPase assay, HTRF ADP detection, 30 min; activity change, % (no concentration beside the values), hits read low; hit rate 0.3% among 360,000; in the data active means activity change below about -30%; further: on the % scale 0 is the no-effect control and ±100 the full control effect
#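 Enzyme 40 or 20 nM (batch-dependent) in Tris pH 7.4/KCl/MgCl2/DTT; cpd 76 uM single point; ATP 10 uM; 30 min 37 °C; Transcreener ADP HTRF detection, 30 min RT; ratio 665/615.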
# PI5P4K alpha inh: qHTS for Inhibitors of phosphatidylinositol 5-phosphate 4-kinase (PI5P4K); Phosphatidylinositol 5-phosphate 4-kinase type-2 alpha (Homo sapiens), P48426; PI5P4Kalpha enzyme, ADP-Glo luminescence, 60 min; stronger effect = lower value; max response, %; hit rate 1.2% among 330,000; AID 652105, 2013; active means max response of -50% or lower; inconclusive means between -30% and -50%; inactive means -30% or higher; further: value at the top dose of about 77 µM; on the % scale 0 is the no-effect control and ±100 the full control effect
# Target sequence (P48426 whole entry, looked up): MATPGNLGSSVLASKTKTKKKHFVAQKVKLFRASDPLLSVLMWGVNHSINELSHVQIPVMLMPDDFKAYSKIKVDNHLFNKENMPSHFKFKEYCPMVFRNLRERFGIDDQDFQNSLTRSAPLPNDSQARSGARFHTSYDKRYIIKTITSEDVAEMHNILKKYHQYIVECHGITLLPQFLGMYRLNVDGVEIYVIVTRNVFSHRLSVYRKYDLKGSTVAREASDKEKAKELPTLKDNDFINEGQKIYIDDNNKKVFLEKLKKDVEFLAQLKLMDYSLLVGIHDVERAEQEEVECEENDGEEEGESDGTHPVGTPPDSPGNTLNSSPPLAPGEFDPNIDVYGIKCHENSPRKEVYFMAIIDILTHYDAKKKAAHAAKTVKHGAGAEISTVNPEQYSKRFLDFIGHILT
#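 Enzyme plus substrate dispensed, test compounds pinned in, then ATP (5 microM final) added. After 60 min at RT, ADP-Glo reagent 1 for 45 min and reagent 2 for 30 min preceded luminescence imaging.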
# EPAC1 ag: qHTS for Agonist of cAMP-regulated guanine nucleotide exchange factor 3 (EPAC1): primary screen. Rap guanine nucleotide exchange factor 3 (Homo sapiens), O95398. EPAC1 agonist qHTS, biochemical assay; response scale: 100% = response to 6.5 mM cAMP. Potency, µM (doses to about 154 µM), for inactives: at the top dose activation, actives largely listed as activators. hit rate 0.073% among 360,000; further: potency means the concentration at half of the fitted maximal effect; nearly all actives have a fitted effect of over 60% in size
#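 Normalized to 6.5 mM cAMP, activity reflects EPAC1-catalysed release of BODIPY-GDP from Rap1B, followed kinetically over 30 min at 480 nm excitation, 540 nm emission. Reaction contained 100 nM EPAC1, 250 nM Rap1B-BODIPY-GDP, 50 uM GDP.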
# WRN helicase inh: qHTS for Inhibitors of WRN Helicase; WRN helicase unwinding, fluorescent forked duplex, kinetic; hit rate 0.46% among 360,000; Potency, µM (titrated, usually from 114 µM), for the others: at the highest dose activity change, negative = inhibition, actives largely listed as inhibitors; further: potency means the concentration at half of the fitted maximal effect; on the % scale 0 is the no-effect control and ±100 the full control effect; nearly all actives have a fitted effect of over 55% in size
#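 WRN at 20 nM final was preincubated with compound for 15 min at room temperature; reaction started with 100 nM forked duplex oligonucleotide carrying fluorophore and quencher plus 2 mM ATP (final). Unwinding followed kinetically by red fluorescence (ex 525/em 598 nm).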
# An asterisk follows results filed as active; ? = inconclusive; · = not tested or not shown; [ ] = dose if it differs, or a comment. Unless noted, the call rests on the fitted dose curve; in most records, active means well fitted curve in the direction sought with a large enough effect; inconclusive means small, poorly fitted or top-dose-only effect, or another doubt; inactive means no such curve, though single readings can be large; an effect the other way counts as inactive or inconclusive.
molecule	PLK1 PBD block	EPAC1 antagonist	EPAC2 agonist	IL2 activator	CCT modulator	PI5P4K alpha inh	EPAC1 ag	WRN helicase inh
COc1ccc(CC(=O)c2ccc(OC3OC(CO)C(O)C(O)C3O)cc2O)cc1 (centres undefined)	-1%	19%	-6%	-3.3	0.3	3	-7%	-2%
Cn1c(SCC2CCCO2)nnc1-c1cccc([N+](=O)[O-])c1 (centres undefined)	2%	12%	-4%	0.3	1.6	7	1%	13%
COc1cc2c(=O)[nH]c3cc([N+](=O)[O-])ccc3c2cc1[N+](=O)[O-]	3%	17%	3%	-1.6	-0.8	-23	12%	-23%
CSc1ccccc1C(=O)Nc1ccc(C)cc1C	-2%	4%	0%	0.1	-2.2	-1	13%	-18%[57.1 µM]
O=C(C1CCN(S(=O)(=O)c2ccc(-n3cnnn3)cc2)CC1)N1CCCCC1	0%	13%	2%	1.2	1.7	-7	7%	5%
O=C(O)C1Cc2ccccc2-c2ccccc2C1	-5%	19%	1%	0.6	0.7	3	-7%	7%
O=C(CN1CCN(Cc2ccc3c(c2)OCO3)CC1)Nc1ccc(N2CCOCC2)cc1	-1%	4%	8%	-5.0	-1.0	-13	-12%	12%
CCOC(=O)C(NC=O)(NC(C)(C)C)C(=O)OCC	-6%	-4%	-5%	-0.3	0.7	0	10%	-24%
CC1CCN(c2nc3nonc3nc2N2CCC(C)CC2)CC1	0%	-4%	18%	-2.4	-0.7	·	6%	-12%
Cc1cnc(C(=O)OCC(=O)NCc2ccc(Cl)cc2)cn1	0%	-18%	4%	2.4	0.1	?	2%	3%
CC(C)OCCCNC(=O)c1ccc2c(c1)S(=O)(=O)c1ccccc1C2=O	1%	-1%	0%	2.5	-0.8	2	-2%	-9%
Cc1ccc(-c2nc(SC(C)C(=O)c3c(N)n(C)c(=O)n(C)c3=O)n[nH]2)cc1 (centres undefined)	0%	-1%	-1%	-0.9	1.4	0	-5%	-11%
CCc1ccc2nc3n[nH]c(N)c3cc2c1	-5%	-2%	3%	-2.5	-1.6	-7	3%	-5%
Cc1cc(C(C)(C)C)ccc1OCCOCCN1CCCC1	2%	-25%	0%	-3.7	-2.3	-4	-21%	-6%
CC1=C(C(=O)Nc2ccc([N+](=O)[O-])cc2)C(c2cccc(C(F)(F)F)c2)NC(=S)N1c1ccccc1 (centres undefined)	-9%	?	4%	-3.4	-3.2	·	23%	-7%
COC(=O)c1c(C)[nH]c(C=Nc2ccc(OC)cc2)c1C	-9%	5%	8%	-0.2	-0.3	-2	12%	4%
COc1ccccc1CCN1CCCC(CN(C)C(=O)c2ccco2)C1 (centres undefined)	-8%	1%	-2%	-1.6	-2.6	0	0%	-2%
O=C(CSc1nncn1-c1ccccc1)Nc1ccc(N2CCOCC2)cc1	2.7µM*	3%	-2%	-2.1	-1.4	-56*	-5%	?
Cc1ccc(Cn2ncn3c(cc4ccccc43)c2=O)cc1	4%	2%	?	1.6	-1.4	-4	-1%	-2%
COC(=O)c1cc(NC(=O)c2ccccc2)c(=O)oc1C	?	5%	10%	-2.2	-0.6	1	3%	2%
Oc1ccc(-c2cc(-c3ccc(O)cc3)nc(-c3ccccc3)n2)cc1	-8%	0%	6%	-0.1	-0.4	1	16%	-1%
CCOc1ccc(-c2c(C(=O)N/N=C/c3ccsc3)nnn2-c2nonc2N)cc1	-2%	23%	-4%	-2.0	-0.3	-2	3%	-1%
Cc1ccc(C(=O)NC(=S)NNC(=O)CC#N)cc1	-11%	14%	-2%	0.4	-0.1	-6	3%	3%
COc1ccc(NC(=O)CN(C)C(=O)Cn2c(=O)oc3ccccc32)cc1	-8%	-8%	2%	1.5	-0.7	-1	-2%	-27%
CC(=O)NCCOc1ccc(C(=O)O)cc1	-4%	8%	9%	0.9	-1.6	-8	3%	4%
O=C(NCc1ccc2c(c1)OCO2)c1nc(Cn2cc(Br)cn2)no1	-8%	5%	9%	0.4	-1.0	2	5%	8%
CN(C)/C=N/c1nc(-c2ccc3c(c2)OCO3)cs1	-4%	-11%	6%	-0.1	-1.0	4	5%	-22%[57.1 µM]
CC(C)Oc1ccc(CSc2nnc3n(C)c(=O)c4c5c(sc4n23)CCCC5)cc1	-14%	1%	-15%	-3.1	-0.3	·	6%	4%
CCOC(=O)C(/C(C)=N/NC(=O)C1CC1c1ccccc1)C(C)C (centres undefined)	-9%	-8%	1%	-3.1	-3.7	-3	-4%	2%
C#CCOCCOCCOCCNc1nc(N2CCN(C(=O)C([C@@H](C)CC)n3cc(C(N)Cc4ccc(O)cc4)nn3)CC2)nc(N2CCN(C(=O)[C@H](CCC(=O)O)n3cc(C(N)Cc4ccc(O)cc4)nn3)CC2)n1 (some centres undefined)	-20%	-5%	11%	-2.8	-0.9	9	3%	-1%

# Profiles as entered above. Order of screens: PLK1 PBD block, EPAC1 antagonist, EPAC2 agonist, IL2 activator, CCT modulator, PI5P4K alpha inh, EPAC1 ag, WRN helicase inh
# `Cc1cc(C(C)(C)C)ccc1OCCOCCN1CCCC1` across the screens: 2%, -25%, 0%, -3.7, -2.3, -4, -21%, -6%
# `COC(=O)c1cc(NC(=O)c2ccccc2)c(=O)oc1C` across the screens: ?, 5%, 10%, -2.2, -0.6, 1, 3%, 2%

# More results follow:
molecule	PLK1 PBD block	EPAC1 antagonist	EPAC2 agonist	IL2 activator	CCT modulator	PI5P4K alpha inh	EPAC1 ag	WRN helicase inh
Cc1ccc(CNC(=O)C2CCCN2C(=O)Nc2ccc(C)cc2)cc1 (centres undefined)	-11%	-9%	25%	-0.4	-1.3	-7	4%	6%
O=C(CCS(=O)(=O)c1cccc2nonc12)NC1CCCCCC1	-9%	1%	4%	-2.2	-0.1	1	-3%	-7%
CC1CCN(C(C(=O)O)c2ccccc2)CC1 (centres undefined)	-1%	2%	2%	1.2	-2.6	1	4%	-4%
CC(C)Oc1ccccc1OCCN(C)C	-2%	2%	-9%	-0.2	-2.7	-7	4%	13%
COc1ccc(C(=O)Nc2cccc(-c3nnc(-c4ccco4)o3)c2)cc1	2%	7%	0%	-5.2	1.3	-10	7%	-6%
COc1ccc(C(CNC(=O)CSc2ccc(Br)cc2)N2CCOCC2)cc1 (centres undefined)	-20%	-9%	8%	-4.0	-12	-1	-1%	-10%
CCCCCC1NC(=O)NC1CCCCCC(=O)O (centres undefined)	0%	-1%	7%	-1.0	-4.8	-4	-6%	10%
CC(=O)c1c(C)[nH]c(C(=O)OCc2ccccc2)c1C	-14%	-23%	6%	1.1	-1.7	-2	-2%	-1%
O=C(N/N=C/c1cccnc1)c1cccc(NC(=O)c2ccc(Cl)cc2)c1	-5%	5%	?	0.3	2.3	3	7%	?
COc1ccccc1CN1CC(C(=O)NCc2cc(C)on2)CCC1=O (centres undefined)	-2%	16%	2%	-1.8	0.0	-5	-4%	-14%
COC(=O)CSc1nsc(SCC(=O)OC)c1C#N	-12%	0%	4%	0.9	-0.8	·	4%	2%
C#CCN(Cc1ccccc1)S(=O)(=O)C=C	-9%	-12%	3%	-2.2	-1.7	-2	-4%	-6%
Cc1cc(S(=O)(=O)Nc2c(C)nc3nc[nH]n3c2=O)ccc1F	-10%	-6%	24%	2.3	-0.5	-11	16%	-1%
CC(=O)C1=C(O)C(CSCc2ccccc2)N(C)C1=O (centres undefined)	?	3%	10%	-2.9	-0.5	20	8%	1%
CSc1ccc2[nH]c(=O)cc(C)c2c1	-18%	-2%	11%	-0.5	-3.8	1	-1%	0%
O=C(Nc1nnc(SCCN2CCOCC2)s1)C1CC(=O)N(c2ccccc2)C1 (centres undefined)	-12%	11%	-1%	-2.9	-3.5	?	-4%	-13%
CC(C)c1ccc(/C=N/NC(=O)c2nnn(-c3nonc3N)c2CN2CCOCC2)cc1	1%	-5%	8%	0.2	-0.8	-7	4%	-2%
Cc1cccc(-c2nc3ccccc3c(=O)n2NC(=O)Cc2ccc(Cl)cc2)c1	-5%	-24%	-1%	-1.8	-0.3	0	0%	-4%
CC(C)(C)C(=O)COC(=O)c1cc(-c2ccncc2)nc2ccccc12	-2%	-19%	-3%	-2.4	-1.6	3	10%	-2%
CC(C)(C)OC(=O)N1CCC(C(=O)N[C@@H](Cc2c[nH]c3ccccc23)C(=O)O)CC1	-14%	-9%	14%	2.0	-2.0	0	-1%	-1%
COc1ccc(NC(=O)CC2C(=O)N(c3ccc(Cl)cc3)C(=S)N2CCc2ccccn2)cc1 (centres undefined)	-15%	?	12%	-0.5	-3.1	3	11%	-37%
COc1ccc(SCCCn2c(=O)c3c(ncn3C)n(C)c2=O)cc1	-6%	-6%	0%	0.5	-0.2	-10	-2%	11%
Cc1ccc(-c2nnc(C)c(N3CCOCC3)n2)cc1	?	0%	3%	-1.8	1.3	-10	-1%	-26%[57.1 µM]
COc1cc2nc(SCc3ccc(F)cc3)n(Cc3cccs3)c(=N)c2cc1OC	2%	-16%	-14%	-1.0	1.7	3	13%	-7%
CCC(C(=O)NNC(=O)c1cnccn1)c1ccccc1 (centres undefined)	0%	5%	-2%	1.1	-1.2	-3	9%	-30%[57.1 µM]
CS(=O)(=O)N1CCC(C(=O)Nc2ccc(Cl)cc2)CC1	5%	-7%	-7%	0.0	-5.2	2	0%	3%
COc1ccccc1NC(=O)CC1CCCC1	-1%	10%	0%	-0.6	1.7	0	3%	7%
COc1ccc(CN2C3CCC2CC(NC(=O)c2cccc(F)c2)C3)cc1 (centres undefined)	4%	0%	7%	4.4	-0.8	-2	4%	9%
O=C(NCc1ccco1)/C(=C\c1ccco1)NC(=O)c1ccc(Br)o1	1%	?	11%	-0.7	1.4	7	-3%	-4%

# Bioassay records as filed in PubChem.

# This is a subset; count on the stated rates, not on these rows.
